T cell modulator = T cell immune modulation candidate. 330,000 tested, 0.068% active. AID 2052. calls only at 7 µM. 2C CD8+ T cell-vesicle binding, flow cytometry; active compounds read low;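 active means response, share of CD8 T cells binding vesicles, and their 90th percentile fluorescence all below set limits, cut at about 80% in these data, passing the limit was not always enough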
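Incubation: binding step 1.5 h, 37 °C, antibody labelling 20 min, ice; system: murine 2C transgenic CD8+ T lymphocytes; technique: cytometric PE anti-B7-1 and Alexa647 anti-CD8 signals after 1% paraformaldehyde fixation; also added: QL9-charged Drosophila Ld/ICAM-1/B7-1 vesicles; control set: naked versus QL9-loaded vesicles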
RSV CPE inhibition = RSV antiviral activity via CPE protection, HEp-2 cells, primary 10 µM value included (AID 2391); HEp-2 cells, RSV-induced CPE inhibition; higher % means a stronger effect; CPE inhibition, % at 10 µM; hits with a dose series show IC50 in µM; 310,000 tested, 0.13% active; in the data active means a potency from the dose series; further: strong numbers were not always called active
SV40 large T antigen = SV40 large T antigen inhibitors, biochemical (AID 1903) | SV40 large T antigen ATPase/helicase inhibition assay; higher % means a stronger effect | inhibition, % at 20 µM, or IC50 in µM where a hit was titrated | 310,000 tested, 0.39% active; in the data active means a potency from the dose series; further: strong numbers were not always called active
UTI89 phage lysis = inhibition of K1F phage lysis, E. coli UTI89, bacterial capsule biogenesis inhibitors, alamar blue (AID 488966) | inhibition, % at 100 µM; hits with a dose series show IC50 in µM | 340,000 tested, 0.02% active | E. coli UTI89 K1F phage lysis, alamar blue, 2 h; higher % means a stronger effect;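 active means phage lysis inhibition, versus mean bacterial control, above a set limit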;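 further: capsule biogenesis inhibitors block K1F phage lysis so surviving cells raise fluorescence; higher fluorescence means more inhibition of phage lysis; actives were called in the ten point dose series up to 300 µM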
NS5 inhibitors = flavivirus cap methylation enzyme inhibition – biochemical, confirmation dose response, primary screen (AID 588689); Dengue-2 NS5 methyltransferase capping enzyme assay, biochemical; higher % means a stronger effect; inhibition, % at 25 µM; hits with a dose series show IC50 in µM; 340,000 tested, 0.3% active; in the data active means a potency from the dose series
NTR1 ag = agonists of NTR1, primary screen, imaging, U2OS cells, beta-arrestin-GFP, high content (AID 493036); P30989; NTR1-U2OS beta-arrestin-GFP spot imaging, agonist mode; activation, % at 20 µM; 330,000 tested, 0.17% active;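 active means activation at or above 40% of the spot to cytoplasm intensity ratio, with at least 20 cells analyzed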;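 further: 0% = DMSO without peptide and 100% = 100 nM NTR1 peptide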
Target sequence (P30989 whole entry, looked up): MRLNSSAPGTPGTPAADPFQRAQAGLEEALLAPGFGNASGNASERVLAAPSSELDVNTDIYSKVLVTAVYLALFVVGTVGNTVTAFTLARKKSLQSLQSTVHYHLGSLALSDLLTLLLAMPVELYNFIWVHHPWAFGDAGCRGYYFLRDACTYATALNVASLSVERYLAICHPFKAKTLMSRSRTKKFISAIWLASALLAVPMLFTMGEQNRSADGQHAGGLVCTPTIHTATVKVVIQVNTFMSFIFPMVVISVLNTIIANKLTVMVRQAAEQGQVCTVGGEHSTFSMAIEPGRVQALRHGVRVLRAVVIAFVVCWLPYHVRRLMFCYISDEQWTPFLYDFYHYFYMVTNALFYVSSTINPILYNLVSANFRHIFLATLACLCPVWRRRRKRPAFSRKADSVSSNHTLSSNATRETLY
West Nile virus CPE = inhibition of WNV-induced cytopathic effect – cell-based, CPE readout (AID 1621) | West Nile virus-infected cells, CPE inhibition; higher % means a stronger effect | CPE inhibition, % at 10 µM; hits with a dose series show IC50 in µM | 290,000 tested, 0.02% active; in the data active means a potency from the dose series; further: strong numbers were not always called active
Rac1 GTP hydrolysis = MgcRacGAP GTPase-activating activity inhibitors, confirmation, biochemical, ADP Hunter fluorescence | MgcRacGAP-stimulated Rac1 GTP hydrolysis, ADP Hunter fluorescence; higher % means a stronger effect; GST-tagged Rac1 F28L mutant substrate | inhibition, % at 30 µM; hits with a dose series show IC50 in µM | 340,000 tested, 0.6% active | AID 624330;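 active means first-screen hits whose inhibition reached a set limit at any dose in the follow-up dose series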;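 further: fluorescence reports GDP produced by GAP-driven GTP hydrolysis; strong numbers were not always called active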
Salmonella PhoP GFP = inhibitors of PhoP regulon expression, primary screen, Salmonella Typhimurium, GFP reporter (AID 1863); S. Typhimurium PhoP-regulated promoter GFP reporter, 4 h; higher % means a stronger effect; 300,000 tested, 0.16% active; inhibition, % at 50 µM, or IC50 in µM where a hit was titrated;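 active means inhibition over 29.93%, a cutoff 3 SD above the screen mean, later confirmed by dose response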;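 further: 0% = low Mg2+ inducing control and 100% = high Mg2+ repressing control; strong numbers were not always called active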
T cell modulator vesicle-bound % = recorded beside T cell modulator, whose call it bears; double positive events, %; measured here: CD8+ vesicle-bound cell fraction;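 binding gate set so that unloaded-vesicle control wells show 10% double positive cells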
NTR1 ag cell count 20 µM = recorded beside NTR1 ag, whose call it bears; cell count; measured here: cell count, cytotoxicity flag
* hit, by the source's call; i = inactive; . = no result given; [ ] = dose if it differs, or a comment.

SMILES | T cell modulator | T cell modulator vesicle-bound % | RSV CPE inhibition | SV40 large T antigen | UTI89 phage lysis | NS5 inhibitors | NTR1 ag | NTR1 ag cell count 20 µM | West Nile virus CPE | Rac1 GTP hydrolysis | Salmonella PhoP GFP
CCC(=O)NC(Cc1ccccc1)c1nc2ccccc2[nH]1 (stereo not given) | i | 53 | 0.4% | 7% | 0.2% | -2% | 2.1 | 59 | -0.4% | 9% | -4%
CCc1cc([N+](=O)[O-])cc(CC)c1N | i | 30 | 7.3% | 3% | 1.0% | -9% | -1.3 | 52 | -0.3% | 9% | 18%
COc1ccc(C(=O)Nc2ccccc2)cc1S(=O)(=O)NCc1ccco1 | i | 30 | 2.1% | 24% | 0.5% | -13% | -0.8 | 46 | 0.8% | 5% | 0%
C=CCOC(=O)Nc1c(C(=O)OC)[nH]c2ccccc12 | i | 57 | 0.5% | 6% | 0.1% | . | -0.5 | 56 | -0.1% | 13% | 3%
CC(=O)Nc1cccc(NC(=O)CCNC(=O)c2ccccc2)c1 | i | 12 | 0.5% | 15% | 1.5%[50 µM] | -8% | . | . | 0.7% | 4% | 6%
CCOC(=O)C1(CCCc2ccccc2)CCN(C(=O)CCc2cnn(C)c2)CC1 | i | 59 | 2.1% | 3% | -0.2% | -1% | -0.2 | 83 | -1.4% | 7% | -3%
Cc1nn(-c2ccccc2)c(C)c1C(=O)OCc1ccc(C#N)cc1 | i | 29 | 21% | 9% | 0.1% | -5% | 1.3 | 82 | -0.2% | . | 1%
O=C(CCNS(=O)(=O)c1ccc(Br)s1)N1CCCCC1 | i | 57 | 1.0% | 0% | 0.2% | -5% | -0.3 | 40 | 0.0% | 11% | -11%
CC1CCCN(C(=O)COC(=O)c2ccc(=O)n(Cc3ccccc3)n2)C1 (stereo not given) | i | 19 | 1.3% | 16% | 1.7%[50 µM] | -3% | 0.7 | 57 | . | 6% | -8%
CCOC(=O)C1CCCN(C(=O)Cc2ccc(Cl)cc2)C1 (stereo not given) | i | 35 | 0.9% | 4% | 0.1% | -1% | -0.7 | 39 | -0.1% | 5% | 35%
Cc1ccc(/C(O)=C2/C(=O)C(=O)N(Cc3cccnc3)C2c2ccccn2)cc1 (stereo not given) | i | 51 | 1.4% | 6% | 1.6% | 0% | 0.4 | 81 | 0.4% | -4% | -4%
COc1ccc(N2CCN(C(=O)CSc3ncccc3-c3nc4ccccc4[nH]3)CC2)cc1 | i | 10 | 8.4% | 23% | -7.4% | -25% | 0.2 | 86 | -0.7% | 19% | -6%
O=C(c1ncc[nH]1)c1cccs1 | i | 54 | 0.4% | 11% | -0.4% | -1% | 1.1 | 47 | 0.8% | 9% | 3%
CC(=O)N1CCN(S(=O)(=O)c2cccc(C(=O)N(Cc3ccccc3)c3ccc(C)cc3)c2)CC1 | i | 37 | -1.9% | 9% | -0.6%[50 µM] | -8% | -0.4 | 42 | . | 0% | 0%
CC(C)n1nc(C(=O)Oc2ccc(Cl)cc2)c2ccccc2c1=O | i | 50 | 0.0% | 31% | -0.1% | -9% | 10 | 58 | -0.1% | 14% | 11%
Cc1nnc(SCC(=O)N2CCN(S(=O)(=O)c3ccc(Cl)cc3)CC2)n(N)c1=O | i | 34 | -0.9% | 9% | -0.3% | -8% | -0.4 | 52 | 0.0% | 10% | -10%
COc1ccc(-n2nc(C(=O)NCC(=O)N3CCCCC3)c3ccccc3c2=O)c(OC)c1 | i | 40 | 0.4% | -1% | 0.1% | -7% | 0.9 | 48 | 1.0% | 2% | -2%
CC(=O)NCCc1ccc(S(=O)(=O)N2CCCC2)cc1 | i | 50 | -1.2% | -10% | 0.4% | 12% | -1.2 | 36 | 0.5% | 3% | 17%
COC(=O)C1=NN(C(C)=O)C2(CC(=O)N(c3cc(C)cc(C)c3)C2=O)C1 (stereo not given) | i | 21 | 0.4% | 3% | 0.9%[50 µM] | -3% | -2.0 | 66 | 0.5% | 4% | -3%
COc1cc(COCC(O)CN2CCN(CCN3C(=O)c4cccc5cccc(c45)C3=O)CC2)cc(OC)c1OC (stereo not given) | i | 51 | 9.7% | 15% | -2.9% | 3% | 1.2 | 46 | -1.8% | 0% | 9%
O=C(CSCC(=O)N1CCCCC1)Nc1nc(-c2ccccc2)c(-c2ccccc2)s1 | i | 23 | 8.1% | -1% | 6.5% | -4% | 15 | 73 | 0.1% | 7% | -1%
CCCC(C(=O)NC1CCCC1)N(C(=O)Cn1nnc(-c2ccc(C)o2)n1)c1cccc(O)c1 (stereo not given) | . | . | . | . | -0.4% | -5% | 0.6 | 48 | 0.3% | 2% | .
CC(C)C(=O)NC(c1cccs1)c1cc([N+](=O)[O-])c2cccnc2c1O (stereo not given) | i | 45 | 1.6% | 10% | 0.1% | 8% | 1.1 | 55 | . | 4% | 3%
Cc1ccc(/C=N/Nc2nc(N3CCOCC3)nc(N3CCOCC3)n2)o1 | i | 25 | 0.6% | 6% | 0.1% | 0% | -0.4 | 50 | -0.1% | 6% | 3%
CC1(C)Cc2c(sc(NC(=O)c3ccc4ncsc4c3)c2C(N)=O)C(C)(C)N1 | i | 46 | 1.4% | 5% | 0.1% | -4% | 1.6 | 72 | 0.4% | 11% | -3%
COc1ccc(NC(=O)CSc2nc(=O)n(CCN3CCOCC3)c3c2CCC3)c(OC)c1 | i | 50 | -2.4% | 20% | 0.3%[50 µM] | -4% | -0.6 | 45 | . | 11% | -3%
COc1ccccc1N1CCN(C2CCCCC2NS(=O)(=O)c2ccccc2)CC1 (stereo not given) | i | 2 | 2.3% | 0% | -0.1% | -4% | 0.1 | 76 | 0.1% | -5% | 1%
O=C(c1ccc2ncsc2c1)N1CCN(c2cccc(C(F)(F)F)c2)CC1 | . | . | . | . | -0.5%[50 µM] | -2% | 0.9 | 52 | . | 6% | .
CN(C(=O)c1cccc(NC(=O)C2CCCN(C(=O)OC(C)(C)C)C2)c1)C1CCCC1 (stereo not given) | i | 49 | . | . | 2.5% | -8% | 0.4 | 60 | . | 5% | .
N#CCC(=O)NN=C1CCCCCCCCCCC1 | i | 60 | 1.2% | 4% | 0.2% | -5% | -0.1 | 47 | 0.0% | 3% | 4%

Continued, overlapping the part above by four compounds.
SMILES | T cell modulator | T cell modulator vesicle-bound % | RSV CPE inhibition | SV40 large T antigen | UTI89 phage lysis | NS5 inhibitors | NTR1 ag | NTR1 ag cell count 20 µM | West Nile virus CPE | Rac1 GTP hydrolysis | Salmonella PhoP GFP
COc1ccccc1N1CCN(C2CCCCC2NS(=O)(=O)c2ccccc2)CC1 (stereo not given) | i | 2 | 2.3% | 0% | -0.1% | -4% | 0.1 | 76 | 0.1% | -5% | 1%
O=C(c1ccc2ncsc2c1)N1CCN(c2cccc(C(F)(F)F)c2)CC1 | . | . | . | . | -0.5%[50 µM] | -2% | 0.9 | 52 | . | 6% | .
CN(C(=O)c1cccc(NC(=O)C2CCCN(C(=O)OC(C)(C)C)C2)c1)C1CCCC1 (stereo not given) | i | 49 | . | . | 2.5% | -8% | 0.4 | 60 | . | 5% | .
N#CCC(=O)NN=C1CCCCCCCCCCC1 | i | 60 | 1.2% | 4% | 0.2% | -5% | -0.1 | 47 | 0.0% | 3% | 4%
CCC(=O)N1CCc2cc(Br)cc(S(=O)(=O)Nc3c(C)n(C)n(-c4ccccc4)c3=O)c21 | i | 49 | 1.6% | 3% | . | . | 1.7 | 68 | 0.1% | . | -1%
O=C(CSc1nnc(NC(=O)c2ccco2)s1)Nc1ccccc1Br | i | 41 | 1.2% | -1% | 0.2% | -2% | 0.0 | 42 | 0.0% | 4% | -4%
Cc1c(C(=O)N2CCCCC2)sc(N)c1C#N | i | 4 | -0.8% | 10% | 7.9% | -8% | 2.7 | 50 | -0.2% | 13% | -3%
CC1Cc2ccccc2N1C(=O)COC(=O)c1ccc(Cl)nc1 (stereo not given) | i | 58 | 2.1% | 12% | 4.8% | -4% | 2.3 | 59 | -0.3% | -2% | 1%
Cc1ccsc1/C=N/Nc1ccc(Cl)nn1 | i | 32 | 0.0% | 27% | 0.8% | -3% | -0.1 | 69 | 0.0% | 11% | -8%
CN(c1ccccc1)S(=O)(=O)c1ccc(C(=O)NCc2ccc(F)cc2)cc1 | i | 45 | . | . | -0.3%[50 µM] | -1% | -1.4 | 68 | . | 4% | .
COCCNC(=S)N1CCN(S(=O)(=O)c2ccc(Cl)s2)CC1 | i | 18 | 1.3% | 10% | 0.0% | -7% | -0.1 | 56 | -0.5% | 7% | -3%
CCCn1c(=N)n(CC(=O)c2ccc(Cl)c(Cl)c2)c2ccccc21 | i | 34 | 0.2% | 26% | 0.7% | -7% | 8.7 | 45 | 0.1% | 9% | 11%
Cc1c(/C(O)=C2\C(=O)C(=O)N(CCN(C)C)C2c2cccnc2)cnn1-c1ccccc1 (stereo not given) | i | 48 | 0.7% | 12% | 0.7% | 1% | 1.0 | 80 | 0.5% | -3% | -10%
Cc1ccc(S(=O)(=O)N(Cc2cc3ccccc3[nH]c2=O)c2cccc(C)c2)cc1 | i | 24 | 0.8% | 9% | -0.6%[50 µM] | 1% | 10 | 51 | 0.7% | 7% | 0%
CCOC(=O)CSc1cc(=O)n(C)c2cc(Cl)ccc12 | i | 42 | 1.9% | 8% | 0.3% | -5% | 1.2 | 65 | . | 7% | -1%
CN(C)c1ccc(-c2cccc(C3CC=CC4C3C(=O)N(Cc3ccccc3)C4c3ccc(C(F)(F)F)cc3)c2)cc1 (stereo not given) | i | 38 | -0.2% | -4% | 2.8% | 4% | -5.8 | 101 | 0.1% | 6% | 0%
COc1ccc(CCNC(=O)C2CCCN2C(=O)Nc2ccc(Cl)cc2)cc1OC (stereo not given) | i | 8 | 0.9% | 3% | 0.2% | 1% | 0.8 | 71 | -1.0% | 9% | -3%
O=C(O)c1c[nH]c2ccc(F)cc2c1=O | i | 23 | -1.7% | 13% | 2.8% | -2% | 0.4 | 37 | -0.8% | 2% | -5%
O=C(CCSc1ccc(Cl)cc1)N1CCN(c2ncccn2)CC1 | i | 29 | 2.1% | 0% | -1.3% | -2% | -1.1 | 47 | -0.4% | 9% | -8%
c1csc(-c2nc(N3CCOCC3)c3ccccc3n2)c1 | i | 25 | 4.3% | 7% | -0.1% | 0% | 1.8 | 48 | 1.5% | 6% | -1%
C=C(C)COc1ccc(-c2nc(N)ncc2Oc2ccccc2OCC)c(O)c1 | i | 36 | -0.4% | 13% | -0.1% | . | 31 | 42 | -0.1% | 10% | 9%
C=CCNC(=O)c1ccc(N(CC=C)S(C)(=O)=O)cc1 | i | 46 | 0.9% | 6% | 0.2% | -7% | -1.0 | 42 | -0.3% | -2% | 16%
